MKP-3 inhibition: MKP-3 phosphatase inhibitors, primary screen, biochemical, rat enzyme, in vitro (AID 425); 110,000 compounds, 0.17% hits; recombinant MKP-3 phosphatase activity, fluorescence; higher % means a stronger effect; inhibition, % at 20 µM, or IC50 in µM where a hit was titrated; in the data active = inhibition above about 50%;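 note: plate controls were vehicle for no effect and reference inhibitor for full effect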
Hsp70 displacement: Hsp70 inhibitors, probe displacement, primary screen, biochemical, fluorescence polarization (AID 583) | Hsp70 fluorescence polarization probe displacement, mP; higher % means a stronger effect | one-dose displacement, % at 20 µM; IC50 in µM for titrated hits | 140,000 compounds, 0.06% hits; in the data active = displacement above about 50%;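 note: plate controls were vehicle for no effect and reference ligand for full effect; a part of the inactive calls stands beside numbers as strong as those of hits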
An asterisk follows results filed as active; · = no result given; & = joins results of further samples. These rows are one share of the data; rates above refer to the full screens.

SMILES	MKP-3 inhibition	Hsp70 displacement
COC(=O)C(Cc1ccccc1)NC(=O)c1ccc(C)cc1 (stereo not given)	-2.1%	0.7%
O=C(CN1CCC2(CC1)OCCO2)c1ccc2cc[nH]c2c1	-0.6%	0.3%
Cc1sc2nc3n(c(=O)c2c1C)CCCCC3	·	-1.8%
CC1=C(C(=O)OCCc2ccccc2)C(c2ccc([N+](=O)[O-])cc2)C2=C(CC(C)(C)CC2=O)N1 (stereo not given)	5.0%	-2.2%
COc1cc(C(=O)Nc2c(C(C)C)cccc2C(C)C)cc(OC)c1OC	3.3%	3.2%
CC(C)(C)NC(=O)c1nc2ccccc2s1	·	2.1%
CC(C)(C)c1ccc(S(=O)(=O)N2CCCC2C(=O)O)cc1 (stereo not given)	1.6%	-0.9%
CCN(C(=O)CSc1nc2ccccc2n1CCc1ccccc1)C1CCS(=O)(=O)C1 (stereo not given)	·	4.9%
C/C(=N/O)c1ccc(NC2=C(N3CCCC3)C(=O)c3ccccc3C2=O)cc1	40.2%	0.2%
Cc1ccc(C(=O)N(Cc2ccc3c(c2)OCO3)Cc2nc3ccccc3c(=O)[nH]2)cc1	·	-0.9%
COc1cc(NC(=O)COc2ccc(-c3ccc(C)cc3)cc2)c(OC)cc1Cl	2.7%	3.2%
O=C1CCC(=O)N1CNc1ccc(F)cc1	-2.2%	3.5%
Cc1c(NC(=O)c2ccc(Br)cc2)cccc1-c1nc2ncccc2o1	0.1%	3.9%
CCOc1ccc(C(=O)Nc2ccccc2C(=O)OC)cc1Br	4.5%	-3.9%
O=C(CSc1nc2ccc(Cl)cc2[nH]1)NCc1ccco1	2.6%	0.6%
CCOC(=O)c1c(C)cc(C)n2c1nc1ccccc12	·	-1.3%
CCOC(=O)C1=C(C)N(C)C(=O)NC1c1cccc(O)c1 (stereo not given)	-4.7%&1.7%	2.5%&-6.5%
CC(C)C(NC(=O)c1ccccc1)C(=O)NC1=NCCS1 (stereo not given)	6.6%	-7.0%
COCCNc1nc2c(c(=O)n(C)c(=O)n2C)n1Cc1cccc(C)c1	-10.1%	-0.1%
CCOC(=O)C1CCN(c2ncnc3c2oc2ccc(Br)cc23)CC1	-8.5%	-0.1%
COc1cc(C2C(C#N)=C(N)Oc3cc(C)oc(=O)c32)ccc1OC(=O)N1CCOCC1 (stereo not given)	-2.5%	1.8%
O=C(NCC(=O)N(c1ccccc1)C(C(=O)NCC1CCCO1)c1ccccc1)c1ccco1 (stereo not given)	-6.1%	4.3%
Cc1cccc2sc(NC(=O)CCC(=O)O)nc12	-0.8%	1.8%
CC(=O)c1sc2nc(SCC(=O)N3CCCCC3)[nH]c(=O)c2c1C	-6.8%	1.6%
Cc1cc(C(=O)Oc2ccc(Cl)cc2)ccc1[N+](=O)[O-]	0.1%	18.4%
Clc1cccc(-c2nnc3sc(-c4ccccc4)nn23)c1	-4.8%	1.2%
O=C(c1cnc2n(c1=O)CCS2)N(C1CCCCC1)C1CCCCC1	-5.7%	-1.0%
CCN(CC)CCN1C(=O)c2ccccc2NC1c1ccc(F)cc1 (stereo not given)	·	-0.7%
COc1ccc(NC(=O)c2cncc(Br)c2)c(OC)c1	-2.5%	4.8%
CCNC(=O)c1oc2c(c1C)C(=O)CC(C)(C)C2	·	0.7%
Cn1c(C(=O)NCCc2c[nH]c3ccccc23)cc2sccc21	-1.6%	0.1%
COc1ccc(CC(=O)NCc2cccs2)cc1OC	·	-4.1%
O=C(NCC(=O)N(c1cccc(F)c1)C(C(=O)NCC1CCCO1)c1ccccc1)c1ccco1 (stereo not given)	0.4%	-0.5%
Clc1ccc(CSc2nnc(-c3cccnc3)n2Cc2ccco2)c(Cl)c1	-8.7%	-10.8%
O=C1c2ccccc2C(=O)c2c1oc(C(F)(F)F)c2C(=O)c1ccccc1	4.6%	2.0%&1.5%
O=C1c2ccccc2NC(c2ccc(O)cc2)N1c1ccccc1 (stereo not given)	-3.3%	-0.5%
O=c1[nH]c(=S)[nH]c(O)c1C=Nc1ccc(Cl)c(Cl)c1	0.5%	-7.4%
CC(Oc1ccc2ccc(=O)oc2c1)C(=O)c1ccccc1 (stereo not given)	2.8%	-0.6%
COc1ccc(C2=CC(=O)CC(c3ccccc3)C2)cc1 (stereo not given)	3.8%	1.1%
Cc1ccc(-c2nnn(CC(=O)N(Cc3ccccc3)C(C(=O)NC(C)(C)C)c3ccncc3)n2)o1 (stereo not given)	-2.5%	-5.5%
COc1ccccc1NC(=O)c1c(NC(=O)c2cc([N+](=O)[O-])ccc2Cl)sc2c1CCCC2	-4.0%	-4.3%
COC(=O)c1ccccc1NC(=O)CSc1nc2c(c(=O)n(C)c(=O)n2C)n1C	1.9%&-4.4%	3.4%&5.3%
CC(C)CCNc1nc(-c2ccco2)c2c(c1C#N)CCCC2	·	-0.2%
CCOC(=O)C1=C(C)N=c2s/c(=C\c3ccccn3)c(=O)n2C1c1ccc(OC)c(OC)c1 (stereo not given)	0.4%	-6.3%
CC(=O)Nc1ccc(-c2nnc(SCc3ccc(C)cc3)n2C)cc1	·	-5.8%
COc1ccc(NC(=O)N(Cc2cccnc2)Cc2ccccc2Cl)c(OC)c1	-1.7%	3.9%
Cc1cccc(N2CCN(C(=O)CCNC(=O)Cn3ccc4ccccc4c3=O)CC2)c1C	-1.1%	-0.5%
COC(=O)C1=C(C)N(C)C(C)=C(C(=O)OC)C1c1ccc(-c2ccccc2)cc1	4.5%	-0.9%
O=C(c1ccccc1)c1ccccc1C(=O)N(C1CCCCC1)C1CCCCC1	0.1%	2.8%
O=C1c2ccccc2-c2cc(=O)[nH]c3cccc1c23	4.0%	19.9%
Cc1c(-n2c(SCC(=O)O)nnc2-c2ccccc2Cl)c(=O)n(-c2ccccc2)n1C	-10.6%	5.3%
CCOc1ccc(C2C(C#N)=C(N)Oc3n[nH]c(C)c32)cc1OC(=O)C1CC1 (stereo not given)	-5.0%	3.2%
Cc1cc(C(=O)CSc2nnnn2C)c(C)n1CCc1ccc(F)cc1	-6.2%	-0.1%
Cc1ccc(NC(=O)C2CCCCC2C(=O)O)nc1 (stereo not given)	-2.4%	8.2%
CCOC(=O)C1CCN(C(=O)CCNC(=O)c2cc(OC)c(OC)c(OC)c2)CC1	-0.7%	5.1%
CCOC(=O)C1=C(O)CCn2c1nc1ccccc12	-13.2%&-0.7%	-2.3%&0.2%
CCOc1cc(S(=O)(=O)N2CCN(CC)CC2)ccc1Cl	-11.0%	0.0%
C=CCOn1c(=O)c(-c2ccc(OC)cc2)[n+]([O-])c2ccccc21	-5.6%	1.3%
CSc1nc(-c2ccccc2)nn1C(=O)c1ccco1	·	0.7%
Cc1ccc(/C=N/c2nc3ccc(Br)cc3s2)c(O)c1	1.2%	-0.3%

(list continues)
SMILES	MKP-3 inhibition	Hsp70 displacement
Cc1ccc(OCCOc2cccc(C=O)c2)cc1	3.8%	1.8%
O=C(Nc1cccc(Br)c1)/C(=C\c1cccs1)NC(=O)c1cccs1	3.2%	3.5%
COc1ccccc1-c1noc(-c2cccnc2)n1	5.4%	1.1%
CCOC(=O)c1ccc(N2C(=O)CC(Sc3nnc(C)s3)C2=O)cc1 (stereo not given)	-4.7%	0.4%
CCOc1ccccc1C(=O)NCCCn1ccnc1	-5.6%	7.0%
O=c1c2cnn(-c3ccc(F)cc3)c2ncn1Cc1ccccn1	-9.0%	0.4%
COc1cccc(C2C(=O)N(C3CCCCC3)CC(=O)N2Cc2ccc(F)cc2)c1 (stereo not given)	·	-1.7%
Oc1c(C=NCc2ccncc2)sc2ccccc12	-3.2%&-6.1%	-4.0%&-1.4%
COc1cc(NS(=O)(=O)c2ccc(NC(=S)NC(=O)C(C)(C)C)cc2)nc(OC)n1	·	4.8%
Cc1cc(C)c([N+](=O)[O-])cc1-c1ccc(C=C2C(=O)c3ccccc3C2=O)o1	-1.0%	22.9%
O=C1NC(=O)N(c2ccc(Cl)cc2)C(=O)/C1=C\c1cccc(O)c1	3.3%	-3.7%
COc1cccc(C(=O)N(Cc2cc3cc(C)ccc3[nH]c2=O)CC2CCCO2)c1 (stereo not given)	-9.6%	3.4%
O=[N+]([O-])c1cc(-c2nnc(-c3ccc(Br)o3)o2)cc([N+](=O)[O-])c1	-0.3%	0.4%
CC(=O)Nc1nc2c(F)cccc2s1	1.6%	1.8%
Cc1cc(NC(=O)c2ccccc2F)n(-c2nc3ccccc3[nH]2)n1	-9.1%	4.4%
Cc1c(C)[n+](=O)c2c(n1[O-])CCC2	-2.2%	-1.9%
Cc1ccc(S(=O)(=O)N2CCN(C(=O)N3CCOCC3)C2c2ccc(N(C)C)cc2)cc1 (stereo not given)	-1.7%	-0.6%
CC(=O)C1=C(C)NC(SCC(=O)c2ccc(Cl)c(Cl)c2)=C(C#N)C1c1ccco1 (stereo not given)	-8.8%	-12.8%
CC(=O)N1CCN(c2ccc(NC(=O)COc3ccc(Cl)cc3Cl)cc2)CC1	-2.6%	-0.9%
CCOC(=O)c1ccc(NC(=S)NC(NC(=O)c2ccc(C)cc2)C(Cl)(Cl)Cl)cc1 (stereo not given)	6.3%	4.1%

Part of the list above, as labelled records.
smiles: CC(=O)Nc1nc2c(F)cccc2s1
  MKP-3 inhibition: 1.6%
  Hsp70 displacement: 1.8%

smiles: Cc1cc(NC(=O)c2ccccc2F)n(-c2nc3ccccc3[nH]2)n1
  MKP-3 inhibition: -9.1%
  Hsp70 displacement: 4.4%

smiles: Cc1c(C)[n+](=O)c2c(n1[O-])CCC2
  MKP-3 inhibition: -2.2%
  Hsp70 displacement: -1.9%

smiles: Cc1ccc(S(=O)(=O)N2CCN(C(=O)N3CCOCC3)C2c2ccc(N(C)C)cc2)cc1 (stereo not given)
  MKP-3 inhibition: -1.7%
  Hsp70 displacement: -0.6%

The results go on.
SMILES	MKP-3 inhibition	Hsp70 displacement
N#Cc1cnn(Cc2ccc(Cl)cc2)c1N	-5.1%	1.1%
CC(C)C(=O)N(c1ccc2oc(=O)sc2c1)S(=O)(=O)c1cccs1	-2.0%	10.2%
O=C(Nc1ccccc1N1CCN(C(=O)c2ccc(Cl)cc2)CC1)c1cccnc1	2.4%	-5.3%
CCOC(=O)N1CCC(NC(=O)c2cnc3n(c2=O)CCS3)CC1	2.9%	-1.0%
COc1ccc(-c2nnn(Cc3nc(N)nc(N4CCOCC4)n3)n2)cc1OC	·	0.2%
CN(C)S(=O)(=O)c1ccc2c(c1)c(=O)c(C(=O)N1CCOCC1)cn2C	-4.4%	3.8%
O=c1c2ccccc2ncn1Cc1nc2ccccc2s1	-1.2%	4.1%
COc1cc(C(=S)N(C)C)ccc1O	1.0%	0.6%
COCCn1cc(C(=O)N2CCCC(C)C2)c2c3ccccc3n(C)c2c1=O (stereo not given)	-0.7%	2.0%
CC(C)(C)NC(=O)c1ccccc1C(=O)O	0.3%	3.2%
CCCCCCCOc1ccc(OC(=O)c2ccncc2)cc1	·	5.6%
CC(C)(O)C#CC#CCN1CCOCC1	-3.1%	3.3%
O=C(Cn1nc(Cc2cccnc2)c2ccccc2c1=O)NCCCN1CCCC1=O	-11.4%	1.8%
COCCCn1c(SCC(=O)N2CCCC(C)C2)nnc1-c1ccco1 (stereo not given)	-1.5%	2.6%
O=C(c1ccc2c(c1)OCO2)N1CCc2ccccc2C1	-6.8%	2.5%
Cc1ccc(S(=O)(=O)NCCNC(=O)Nc2cccnc2)cc1	-1.4%	1.3%
CCOC(=O)c1sc(NC(=O)C2CCCCC2)nc1C	0.3%	1.3%
O=C(O)c1ccc(Cn2cc(Cl)cn2)cc1	-16.4%	3.7%
COc1cccc(C2/C(=C(\O)c3ccccc3)C(=O)C(=O)N2CCN(C)C)c1 (stereo not given)	2.0%	2.1%
CCOC(=O)c1nn(-c2ccc3c(c2)CCN3C(C)=O)cc1O	-5.5%	-1.0%

A run of entries from further up, for reference:
SMILES	MKP-3 inhibition	Hsp70 displacement
O=C(c1ccc2c(c1)OCO2)N1CCc2ccccc2C1	-6.8%	2.5%
Cc1ccc(S(=O)(=O)NCCNC(=O)Nc2cccnc2)cc1	-1.4%	1.3%
CCOC(=O)c1sc(NC(=O)C2CCCCC2)nc1C	0.3%	1.3%
O=C(O)c1ccc(Cn2cc(Cl)cn2)cc1	-16.4%	3.7%
COc1cccc(C2/C(=C(\O)c3ccccc3)C(=O)C(=O)N2CCN(C)C)c1 (stereo not given)	2.0%	2.1%
CCOC(=O)c1nn(-c2ccc3c(c2)CCN3C(C)=O)cc1O	-5.5%	-1.0%

(continued)
SMILES	MKP-3 inhibition	Hsp70 displacement
COc1ccc(NC(=O)C(=O)N/N=C/c2ccccc2O)cc1	-0.4%	-0.8%
CCS(=O)(=O)n1nc(-c2ccc(C)cc2)nc1N	-8.2%	6.9%
COc1ccccc1NC(=O)C(=O)NCCc1ccccc1	-3.1%	4.8%
Cc1nn(-c2cc(N3CCCCC3)ccc2N)c(=O)c2ccccc12	·	8.9%
O=C(c1nn2c(C(F)(F)F)cc(-c3ccco3)nc2c1Cl)N1CCN(Cc2ccccc2)CC1	2.4%	-1.8%
Cc1cc(OCCCCN2C(=O)NC(C)(C)C2=O)cc(C)c1Cl	·	6.1%
COc1ccc(Br)cc1C(=O)Nc1ccc2oc(-c3ccccc3)nc2c1	3.2%	-0.2%
Cc1cc(=O)[nH]c(SCC(=O)c2ccccc2)c1C#N	4.8%	-2.8%
Cc1cc(C)c(C#N)c(N2CCCC(C(N)=O)C2)n1 (stereo not given)	-6.4%	-6.5%
C=CCc1cccc2cc(C(=O)NC3CCCCC3)c(=O)oc12	2.5%	-0.7%
O=C(c1cnn2c(C(F)F)cc(-c3ccccc3)nc12)N1CCN2CCCC2C1 (stereo not given)	-2.0%	-2.5%
O=C(CCN1CCCC1Cc1ccccc1)c1ccc2c(c1)OCCO2 (stereo not given)	-3.3%	1.0%
C=CCNc1nc(-c2ccc(Cl)cc2)nc2ccccc12	-1.6%	-0.9%
CCN(CC)c1ccc(-c2nc3cnccn3c2NC2CCCC2)cc1	·	-10.1%

High-throughput results deposited in PubChem BioAssay by Sanford-Burnham Center for Chemical Genomics.
